# Assay outcomes: PubChem, National Center for Advancing Translational Sciences (NCATS)
# Luciferase inh – inhibitors of firefly luciferase; P08659; purified firefly luciferase, luminescence, 8 min; Potency, µM (top dose mostly 57.1 µM), inactives show top-dose activity change, negative = inhibition, most hits filed as inhibitors; 72,000 compounds, 2.2% hits; AID 411; also: potency is read from the fitted curve at half-maximal effect; % is scaled to controls: 0 for no effect and ±100 for the full control effect; nearly all actives have a fitted effect of over 40% in size
#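 Compounds were tested as concentration series (qHTS) against purified P. pyralis luciferase with luciferin and 10 uM ATP in 50 mM imidazole pH 7.2, 50 mM KCl, 7 mM MgCl2, 0.01% Tween 20, 0.05% BSA. Luminescence was read after 8 min at ambient temperature.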
# Casp1 inh – allosteric or competitive inhibitors of human caspase-1; 75,000 compounds, 0.03% hits; AID 900; Potency, µM (top dose mostly 57.5 µM), for the others: top-dose activity change, negative = inhibition, actives largely listed as inhibitors; Caspase-1 enzyme, Ac-WEHD-AFC fluorogenic rate; P29466;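 also: potency is read from the fitted curve at half-maximal effect; plate controls were vehicle for no effect and no substrate for full effect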
# Target sequence (P29466 120-297 limits assumed): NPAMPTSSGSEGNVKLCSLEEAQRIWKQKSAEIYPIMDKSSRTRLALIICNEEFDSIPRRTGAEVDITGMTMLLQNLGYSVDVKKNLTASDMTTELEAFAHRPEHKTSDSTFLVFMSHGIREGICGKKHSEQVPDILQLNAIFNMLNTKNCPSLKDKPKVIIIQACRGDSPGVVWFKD
# Target sequence (P29466 317-404 limits assumed): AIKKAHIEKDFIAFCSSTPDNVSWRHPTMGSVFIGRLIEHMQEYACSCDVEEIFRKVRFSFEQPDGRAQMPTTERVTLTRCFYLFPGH
# HEK293 cAMP cs – raises cAMP in parental HEK293 cells, TSHR agonist counter-screen; Potency, µM (titrated, usually from 57.1 µM), for inactives: at the top dose activation, hits mostly activators; 73,000 compounds, 2.5% hits; parental HEK293 CNG cAMP sensor, membrane potential fluorescence; AID 938; also: potency is read from the fitted curve at half-maximal effect; % of control where 0% means no effect; nearly all actives have a fitted effect of over 55% in size
#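 Parental HEK 293 cells stably expressing a cAMP-gated CNG channel were loaded with membrane potential dye containing 100 uM RO 20-1724 for 60 min. Compound added for 30 min; depolarization read as fluorescence intensity at 590 nm.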
# Tau filament bind – binders of human tau filaments. recombinant tau filaments, thioflavin S fluorescence, 15 h; filaments grown with octadecylsulfate alongside compound. P10636. AID 596. 71,000 compounds, 2% hits. Potency, µM (titrated, usually from 57.1 µM), without a hit: top-dose activity change, negative = inhibition;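 also: potency is read from the fitted curve at half-maximal effect; % is scaled to controls: 0 for no effect and ±100 for the full control effect; actives lower thioflavin S fluorescence by blocking filaments or displacing dye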
# Target sequence (P10636 whole entry, looked up): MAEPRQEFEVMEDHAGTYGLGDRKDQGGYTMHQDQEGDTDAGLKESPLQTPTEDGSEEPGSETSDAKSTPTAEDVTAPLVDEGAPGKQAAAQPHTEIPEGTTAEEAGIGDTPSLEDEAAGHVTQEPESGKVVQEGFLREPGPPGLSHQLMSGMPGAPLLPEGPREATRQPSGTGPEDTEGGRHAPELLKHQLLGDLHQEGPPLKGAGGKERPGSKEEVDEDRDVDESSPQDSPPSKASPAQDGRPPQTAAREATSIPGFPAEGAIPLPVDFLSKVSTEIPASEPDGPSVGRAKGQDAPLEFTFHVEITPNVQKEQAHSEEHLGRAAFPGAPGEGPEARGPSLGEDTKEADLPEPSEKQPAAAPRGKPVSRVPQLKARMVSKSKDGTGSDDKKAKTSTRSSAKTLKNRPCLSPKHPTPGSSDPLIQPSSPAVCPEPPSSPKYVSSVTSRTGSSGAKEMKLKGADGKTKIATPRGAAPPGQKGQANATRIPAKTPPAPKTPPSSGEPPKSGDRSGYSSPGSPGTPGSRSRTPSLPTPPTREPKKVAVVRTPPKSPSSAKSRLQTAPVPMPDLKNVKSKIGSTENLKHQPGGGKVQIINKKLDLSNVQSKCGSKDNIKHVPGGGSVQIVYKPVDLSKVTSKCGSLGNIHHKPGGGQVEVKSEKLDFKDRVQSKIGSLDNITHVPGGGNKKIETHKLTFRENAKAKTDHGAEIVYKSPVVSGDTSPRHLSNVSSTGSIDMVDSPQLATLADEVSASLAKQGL
#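 Assay mix: 1 uM His-tagged tau, 30 uM sodium octadecylsulfate, thioflavine S dye in HEPES/NaCl/DTT buffer. Compound is added prior to the inducer. Fluorescence after 15 h at 37 C.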
# Caspase-7 inhib – caspase-7 (human) inhibition, allosteric or competitive | AID 889 | 75,000 compounds, 0.02% hits | recombinant caspase-7, Ac-DEVD-AFC fluorescence rate | P55210 | Potency, µM (doses to about 57.5 µM), without a hit: top-dose activity change, negative = inhibition, actives largely listed as inhibitors; active = well fitted inhibition curve with a large enough effect in the main read-out, with a control signal flat, not every such curve was filed as active; inconclusive = small, poorly fitted or top-dose-only effect, or a change in a side signal; also: potency is read from the fitted curve at half-maximal effect; % of control where 0% means no effect
# A350 autofl – A350 region autofluorescence. Compound autofluorescence, 340/450 nm, Alexa 350 dye-equivalents; stronger effect = higher value. max dye-equivalent concentration, M. 59,000 compounds, 11% hits; in the data active = max dye-equivalent concentration above about 10 nM; inconclusive = mostly about 1.1 nM to 9.6 nM
# ERK AVP block – vasopressin-driven ERK pathway inhibition. 72,000 compounds, 0.99% hits. Potency, µM (highest dose often 57.5 µM), inactives show at the highest dose activity, negative = inhibition, most hits filed as inhibitors. HEK293-V1b, vasopressin-stimulated pERK AlphaScreen; also: potency is read from the fitted curve at half-maximal effect; % is scaled to controls: 0 for no effect and ±100 for the full control effect; nearly all actives have a fitted effect of over 55% in size
#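 HEK293 cells stably expressing V1b receptor, preincubated 30 min at 37 °C with compound, then stimulated 5 min with 25 nM vasopressin. Phospho-ERK by AlphaScreen SureFire after 5 h RT; normalized to DMSO and vasopressin; AC50 by Hill fit.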
# Fluorescein autfl – compound autofluorescence in fluorescein spectral region. Compound autofluorescence, 480/540 nm, fluorescein-equivalent; stronger effect = higher value. max fluorescein-equivalent concentration, M. 59,000 compounds, 0.91% hits. AID 593; in the data active = max fluorescein-equivalent concentration above about 10 nM; inconclusive = between about 1.1 nM and that limit
#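 Values reflect compound autofluorescence, normalized to fluorescein on the same plate and reported at each tested concentration. Conditions: 100 mM Tris pH 8.0, room temperature, 15 min, excitation 480 nm, emission 540 nm.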
# 4MU fluor – 4-MU region autofluorescence. compound autofluorescence, 340/450 nm, 4-MU equivalents; stronger effect = higher value. max dye-equivalent concentration, M. 59,000 compounds, 11% hits. AID 589; in the data active = max dye-equivalent concentration above about 10 nM; inconclusive = mostly about 1.1 nM to 9.6 nM
#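 Intrinsic fluorescence at 340/450 nm (ex/em) was read after 15 min at room temperature in pH 8.0, 100 mM Tris. Each compound concentration expressed as 4-MU-equivalent concentration from a six-point 4-MU standard series on each plate.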
# Texas Red fluor – compounds fluorescent in Texas Red spectral region; Compound fluorescence, Texas Red channel, 547/618 nm; stronger effect = higher value; max dye-equivalent concentration, M; 59,000 compounds, 0.06% hits; AID 587; in the data active = max dye-equivalent concentration above about 10 nM; inconclusive = between about 1.1 nM and that limit
#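 Dye-equivalent concentrations come from scaling compound signal (ex 547, em 618 nm) to six Texas Red standard concentrations run on every plate, after 15 min room-temperature incubation in pH 8.0 Tris (100 mM).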
# Rhodamine autofl – compound fluoresces in the rhodamine spectral region. Rhodamine-region fluorescence, 547/598 nm, Tris buffer; stronger effect = higher value. max dye-equivalent concentration, M. 59,000 compounds, 0.05% hits. AID 594; in the data active = max dye-equivalent concentration above about 11 nM; inconclusive = between about 1.1 nM and that limit
#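 Compound fluorescence in 100 mM Tris, pH 8.0, read after 15 min at room temperature with 547 nm excitation and 598 nm emission. Output is dye-equivalent concentration from an on-plate rhodamine standard series.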
# * hit, by the source's call; i = inactive; ? = inconclusive; · = no result given; [ ] = another dose, or the depositor's remark. Unless noted, calls follow the shape of the dose curve; as a rule, active = well fitted curve in the direction sought with a large enough effect; inconclusive = small, poorly fitted or top-dose-only effect, or another doubt; inactive = no such curve, though single readings can be large; an effect the other way counts as inactive or inconclusive. Only part of the results is shown; count on the stated rates, not on these rows.
Compound	Luciferase inh	Casp1 inh	HEK293 cAMP cs	Tau filament bind	Caspase-7 inhib	A350 autofl	ERK AVP block	Fluorescein autfl	4MU fluor	Texas Red fluor	Rhodamine autofl
O=C1c2ccccc2-c2ccc(N(Cc3ccc(Br)cc3)Cc3ccc(Br)cc3)cc21	0%[11.4 µM]	1%[11.5 µM]	14%[11.4 µM]	0.63µM*	-2%[11.5 µM]	i	4µM*	i	i	i	i
N#CCSc1nnc(C2CCCCC2)n1-c1ccccc1	3%	3%	16%	8%	0%	i	0%	?	i	i	i
Cc1nn2c(-c3cccc(NC(=O)CN4CCOCC4)c3)nnc2c2ccccc12	-6%	-1%	10%	80%	-1%	i	?	i	i	?	i
CCN1/C(=C\C(C)=O)Sc2ccc(OC)cc21	-1%	·	-7%	-6%	·	?	·	i	?	?	i
O=C(O)CN1C(=O)c2cccc(Oc3ccc(Cl)cc3)c2C1=O	2%	-1%	6%	2%	0%	i	-24%	?	i	i	i
CC1(C(=O)N(CC(=O)NC2CCCC2)C2CCCC2)CC(=O)N=C2C=CC=CN21 (stereo not given)	3%	1%	6%	-4%	2%	4e-07M*	-1%	i	4.2e-07M*	i	i
OC1C=CSc2nc3ccccc3n21 (stereo not given)	0%	0%	3%	-1%	1%	?	-16%	i	i	i	i
CC(C)Oc1cccc(C(=O)Nc2ccccc2N2CCOCC2)c1	-6%	-4%	?	-14%	2%	i	-10%	i	i	i	i
COc1ccc(-n2nnnc2SCC(=O)c2ccc(OC)c(OC)c2)cc1	0%	-2%	?	44%	-3%	i	-6%	?	i	i	i
CC(=O)OC[C@@H]1O[C@@H](O/N=C2/C[C@@H](O)[C@@H](O)[C@@H]3[C@@H]4C(=O)N(c5cccc(Oc6ccccc6)c5)C(=O)[C@H]4CC[C@@H]23)[C@H](OC(C)=O)[C@H](OC(C)=O)[C@@H]1OC(C)=O	2%[11.4 µM]	-1%[11.5 µM]	-4%[11.4 µM]	·	2%[11.5 µM]	·	20%[11.5 µM]	·	·	·	·
Cc1cc2cc3c(=O)[nH]c(=O)[nH]c3nc2cc1C	0%[11.4 µM]	-3%[11.5 µM]	11%[11.4 µM]	2%[11.4 µM]	-6%[11.5 µM]	1.5e-07M*	7%[11.5 µM]	i	1.5e-07M*	i	i
CCCCC(=O)N1CC2(C)CN(C(=O)CCCC)CC(C)(C1)C2=O	1%	2%	-1%	2%	0%	i	5%	?	i	i	i
COc1ccc(OC)c(C(=O)CSc2nc3ncccc3[nH]2)c1	0%	2%	2%	-2%	1%	?	-21%	i	?	?	i
O=C(NC1CS(=O)(=O)CC1NCc1ccco1)c1ccccc1 (stereo not given)	3%	2%	-2%	1%	0%	i	17%	i	i	?	i
O=C(Nc1nccs1)c1ccc(S(=O)(=O)c2ccccc2)cc1	1%	0%	4%	20%	0%	?	1%	i	?	i	i
CC(C(=O)NCc1ccco1)n1nc(-c2ccccc2)c2cc(Cl)ccc21 (stereo not given)	3%	-1%	?	i	1%	·	28%	·	·	·	·
COc1cccc(N2C(=O)C3ON(c4ccccc4)C(c4cccs4)C3C2=O)c1 (stereo not given)	2%	-4%	-2%	6%	-4%	·	-11%	·	·	·	·
CC(C)N1CCc2c(sc(N)c2C#N)C1	1%[25.5 µM]	·	·	·	·	2e-07M*	·	?	1.7e-07M*	i	i
COC(=O)c1ccccc1NC(=O)C1CCN(C(=O)c2cc(OC)cc(OC)c2)CC1	3%	-2%	27%	4%	0%	i	-21%	i	i	i	i
COc1ccc2c(c1)CC(C1(O)C(=O)N(C)c3ccccc31)C2=O (stereo not given)	0%	0%	-51%[inhibitor]	0%	0%	·	-21%	·	·	·	·
COc1ccc(S(=O)(=O)N(C)C2CCN(C)CC2)cc1	1%	-2%	10%	-17%	2%	·	·	·	·	·	·
CC(C)c1cc(C(=O)Nc2cccnc2)no1	?	0%	8%	0%	2%	i	0%	i	i	i	i
CS(=O)(=O)c1ccc2nc(NC(=O)Cc3ccccc3)sc2c1	-9%	-5%	-8%	-19%	2%	·	·	·	·	·	·
CCSc1nnc(NC(=O)c2ccc(C)o2)s1	-1%	0%	7%	6%	2%	i	-18%	i	i	i	i
CC1CCN(c2nc(-c3ccccc3)c(C#N)c(=O)[nH]2)CC1	2%	1%	5%	-3%	-1%	?	-7%	i	?	?	i
O=C(Cn1cnc2c(cnn2-c2ccccc2)c1=O)N1CCOCC1	-1%	-3%	-3%	-9%	2%	·	·	·	·	·	·
Cc1ccc2cc(CN(CC3CCCO3)S(=O)(=O)c3cccc4nsnc34)c(=O)[nH]c2c1 (stereo not given)	-3%	-1%	-17%	-27%	-2%	i	-17%	i	i	?	i
O=C(COC(=O)CN1C(=O)C2CC=CCC2C1=O)Nc1cc(C(F)(F)F)ccc1N1CCOCC1 (stereo not given)	2%	-1%	14%	-2%	-3%	i	-5%	i	i	?	i
COc1ccc(-n2ccnc2SCC(=O)Nc2ccccc2)cc1	3%	-2%	3.2µM*	4%	0%	i	18%	i	i	i	i
Cc1cc(C(=O)COc2ncnc3sccc23)c(C)n1C	?	-1%	?	-3%	0%	i	?	i	i	i	i
CC(=O)N1CCC2(CC1)CCN(C(c1ccccc1)c1ccccc1)CC2	0%[11.4 µM]	-1%	27%	8%	-2%	i	-9%	i	i	i	i
N[C@@H](Cc1ccnnc1)C(=O)O	2%[11.4 µM]	2%[11.5 µM]	9%[11.4 µM]	7%[11.4 µM]	1%[11.5 µM]	i	-17%[11.5 µM]	i	i	i	i
Cc1cc(C(=O)N(C)CC(=O)Nc2ccccc2C(F)(F)F)c(C)o1	-2%	-2%	10%	2%	2%	i	-8%	?	i	i	i
CC(C)(C)c1ccc(S(=O)(=O)NCCOCC(F)(F)C(F)F)cc1	0%	0%	5%	-16%	-2%	i	2%	i	i	i	i
CC(C)CCCNc1nc(N2CCOCC2)nc(N2CCOCC2)n1	2%	0%	29%	-6%	-5%	·	0%	·	·	·	·
Nc1ccc2ncccc2c1N	-21%[25.5 µM]	·	·	·	·	?	·	?	i	i	i
Cc1nc2ccccc2c(=O)n1C1CCCCCC1	0%	-1%	3%	-1%	0%	i	-12%	i	i	i	i
C=CCN1C(=O)C(O)(CC(=O)c2ccc(Cl)cc2)c2ccccc21 (stereo not given)	1%	-3%	8%	-15%	-2%	·	?	·	·	·	·
CC1CC(C)CN(S(=O)(=O)c2ccc(C(=O)NCCCn3ccnc3)cc2)C1 (stereo not given)	2%	1%	7%	7%	0%	?	-7%	?	?	i	i
O=C(CSc1nnc(Nc2ccccc2)s1)NCc1ccco1	-4%	-5%	21%	-6%	7%	?	5%	?	i	i	i
CN1CCC(N(C)CC(=O)Nc2cccc(Oc3ccccc3)c2)CC1	-2%	0%	9%	2%	1%	i	14%	i	i	i	i
CC1=CC(C)(C)N(C(=O)CN2C(=O)c3ccccc3C2=O)c2ccccc21	1%	-4%	?	?	-2%	·	-25%	·	·	·	·
CCOC(=O)c1cc2c(ccn2-c2ccc(F)cc2)n1CC(=O)N1CCN(C(=O)c2ccco2)CC1	-34%	0%	?	20%	6%	i	6%	?	i	i	i
CN(CC(=O)NCCN1CCN(Cc2ccccc2)CC1)S(=O)(=O)c1cccc2nsnc12	1%	3%	5%	-20%	1%	i	15%	i	i	?	i
CN(CCO)C(=O)c1cccc2c1-c1ccccc1C2=O	2%	-3%	-2%	5%	1%	i	16%	i	i	i	i
CCCCCn1c(Sc2nc3ccccc3s2)nc2c1c(=O)[nH]c(=O)n2C	2%	-3%	?	47%	-2%	i	?	i	i	i	i
CCCCOc1ccc(S(=O)(=O)Nc2cc(OC)ccc2OC)cc1	0%	3%	?	2%	-1%	·	-7%	·	·	·	·
CC(=O)Nc1c(Cl)n(C(C)=O)c2ccccc12	-2%	-1%	1%	20µM*	-3%	·	-8%	·	·	·	·
O=C(c1cc(N2CCCCC2)nc2ccccc12)N1CCOCC1	0%[25.5 µM]	·	·	·	·	7e-08M*	·	i	5.9e-08M*	i	i
Cn1c(Cn2c(=O)sc3ccccc32)nnc1SCC(=O)Nc1cccc(Cl)c1	3%	-1%	?	i	-1%	·	41%[activator]	·	·	·	·

# Carrying on:
Compound	Luciferase inh	Casp1 inh	HEK293 cAMP cs	Tau filament bind	Caspase-7 inhib	A350 autofl	ERK AVP block	Fluorescein autfl	4MU fluor	Texas Red fluor	Rhodamine autofl
O=C(CSc1nn(-c2ccc(Cl)cc2)c(=S)s1)N1CCN(C(=O)c2ccco2)CC1	3%	-4%	?	-1%	1%	i	-20%	i	i	i	i
Cc1nc(-c2ccc(NS(C)(=O)=O)cc2)cs1	0%	-1%	6%	-6%	0%	i	5%	i	i	i	i
Cc1ccc2c(CNCc3ccco3)cc(=O)oc2c1	-26%	-2%	5%	-18%	-1%	?	-4%	i	i	?	i
COc1cccc(C(=O)n2cnnc2N)c1OC	0%	1%	2%	5%	-1%	i	10%	i	i	i	i
